High-throughput results (PubChem BioAssay)
KLK5 inh – blocks human kallikrein 5 protease activity. Q9Y337. recombinant hK5, fluorogenic AMC substrate cleavage. inhibition, % at 5 µM. 0.59% of 210,000 active. AID 873;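 active means inhibition of 40% or more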;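 further: 0% = enzyme controls without compound and 100% = no-enzyme blanks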
eIF4E-4G inh – inhibitors of eIF4E and eIF4G interaction in translation initiation. TR-FRET eIF4E-eIF4GI(517-606) binding, 2 h. inhibition, % at 21.7 µM. 0.37% of 220,000 active;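 further: 0% = full FRET control wells and 100% = background wells lacking eIF4GI fragment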
Rad51 HR inh – blocks human Rad51 in homologous recombination; AID 1385; inhibition, % at 10 µM; hRad51 DNA strand exchange, fluorescence dequenching; 0.085% of 200,000 active; Q06609;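 active means inhibition above 40% at the single screening dose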;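 further: 0% = DMSO control wells and 100% = blanks with heterologous ssDNA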
Target sequence (Q06609 whole entry, looked up): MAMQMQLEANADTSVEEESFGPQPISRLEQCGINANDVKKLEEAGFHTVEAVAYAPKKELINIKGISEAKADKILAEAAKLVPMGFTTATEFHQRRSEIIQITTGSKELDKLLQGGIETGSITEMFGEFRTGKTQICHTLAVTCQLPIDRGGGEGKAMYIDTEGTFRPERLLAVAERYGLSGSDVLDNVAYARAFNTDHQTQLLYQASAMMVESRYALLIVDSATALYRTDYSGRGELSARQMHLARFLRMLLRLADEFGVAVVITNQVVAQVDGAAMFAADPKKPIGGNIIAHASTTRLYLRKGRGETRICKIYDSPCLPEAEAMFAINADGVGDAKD
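Test system: preformed human Rad51 ssDNA filaments; also added: Donor/quencher-labelled 47-bp dsDNA substrate; doses: 10 µM final, single point; times: 37 °C 15-min filament assembly, 30-min compound preincubation, 15-min exchange; detection: FRET fluorescence dequenching, excitation 485 nm, emission 520 nm; read-out basis: Fluorescence-based percent inhibition, control- and blank-normalised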
p47phox inh – inhibitors of human p47phox binding; P14598; p47phox/p22phox peptide binding, fluorescence polarization, 2 h; inhibition, % at 24.7 µM; 0.53% of 220,000 active; AID 1274;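 further: 0% = p47phox with labelled peptide and 100% = labelled peptide alone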
EBV gp42 inh – blocks Epstein-Barr virus glycoprotein 42 binding. Fluorescence polarization binding assay, mP read-out. inhibition, % (tested at 21.74 µM). AID 1085. 0.42% of 220,000 active. Q1HVG2; in the data active means inhibition above about 50%
Thrombin inh – blocks human thrombin protease activity; P00734; alpha-thrombin, Boc-VPR-AMC fluorogenic substrate cleavage; inhibition, % at 5 µM; 0.26% of 220,000 active; AID 1046;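 active means inhibition at or above 40%; inactive means inhibition below 40%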;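 further: 0% = enzyme with no compound and 100% = wells without enzyme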
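Assay system: human alpha-thrombin enzyme. Reagent: Boc-VPR-AMC substrate, 15 µM final. Compound dosing: one concentration per compound, 5 µM, with 0.2% DMSO. Incubation: room-temperature reaction. Technique: AMC fluorescence, 355/460 nm. Measure: % inhibition relative to enzyme controls and enzyme-free blanks.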
Furin inh – inhibitors of human furin; P09958; inhibition, % at 30 µM; purified furin, fluorogenic substrate cleavage; 0.061% of 220,000 active; in the data active means inhibition above about 25%; further: inactives centre near -15
Target sequence (P09958 108-714 limits assumed): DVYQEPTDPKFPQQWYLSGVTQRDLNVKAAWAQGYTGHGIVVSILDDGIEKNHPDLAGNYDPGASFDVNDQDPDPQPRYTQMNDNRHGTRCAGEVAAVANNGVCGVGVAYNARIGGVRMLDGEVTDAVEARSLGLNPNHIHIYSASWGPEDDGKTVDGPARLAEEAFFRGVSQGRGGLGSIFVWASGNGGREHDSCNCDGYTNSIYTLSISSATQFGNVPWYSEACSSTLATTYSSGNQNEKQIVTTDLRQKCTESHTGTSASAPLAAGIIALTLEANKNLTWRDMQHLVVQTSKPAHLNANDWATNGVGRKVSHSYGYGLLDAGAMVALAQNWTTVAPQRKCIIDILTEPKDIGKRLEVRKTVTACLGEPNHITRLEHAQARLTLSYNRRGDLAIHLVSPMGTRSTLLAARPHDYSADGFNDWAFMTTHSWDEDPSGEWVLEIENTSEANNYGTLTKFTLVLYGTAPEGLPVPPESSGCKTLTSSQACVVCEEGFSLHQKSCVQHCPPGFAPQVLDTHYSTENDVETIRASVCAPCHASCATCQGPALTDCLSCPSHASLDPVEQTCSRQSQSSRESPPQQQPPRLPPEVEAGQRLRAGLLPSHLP
KCC2 mod – modulates chloride dependent transport by human KCC2. KCC2 cells, thallium flux FluoZin-2 fluorescence. B-score of Tl+ flux slope (higher = more flux/activation; lower = inhibition) at 10 µM. 2.2% of 190,000 active. Q9H2X9;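 active means thallium flux slope and its plate-corrected score both differing from the plate sample mean at a set confidence after two filtering rounds, in either direction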;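 further: slope of fluorescence scaled to starting intensity during 10 to 20 s after thallium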
14-3-3 Bad PPI – disrupts binding of bovine 14-3-3 zeta to phospho-Bad peptide; TR-FRET 14-3-3zeta/Dy647-pBad peptide displacement, 1 h; inhibition, % at 21.7 µM; 0.71% of 220,000 active; AID 781;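 active means inhibition above about 70%, limit read from the data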;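 further: 0% = full 14-3-3 plus peptide FRET controls and 100% = background without 14-3-3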
An asterisk follows results filed as active; . = not tested or not shown; [ ] = dose if it differs, or a comment.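 How the source made its calls, unless noted: active means inhibition above about 30% (limit read from the data); inactive means the rest.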

SMILES	KLK5 inh	eIF4E-4G inh	Rad51 HR inh	p47phox inh	EBV gp42 inh	Thrombin inh	Furin inh	KCC2 mod	14-3-3 Bad PPI
COC(=O)c1cccc(NC(=O)Nc2ccc(Cl)cc2)c1	12	4	5	-5	-6	-6	-25	0.81	2
O=C(Cn1ccccc1=O)c1ccc(Cl)cc1	-4	-2	2	5	-8	-6	-30	1.4	-2
CS(=O)(=O)NCCCCCCNS(C)(=O)=O	-8	0	0	-11	-16	-2	-25	0.38	2
COCCN(C(=S)Nc1ccc(OC)cc1)C1CCN(C(C)=O)CC1	-27	7	-2	-13	2	0	-3	-0.3	-15
O=C(OCC1OC2OC3(CCCCC3)OC2C2OC3(CCCCC3)OC12)c1ccccc1 (centres undefined)	-10	2	9	-9	-2	-6	-17	0.028	-1
Cc1cc(C)n2cc(CSc3nc4ccccc4[nH]3)nc2n1	-6	3	0	4	-5	-12	-6	0.012	-6
COc1ccc(C2CC(c3ccc(Br)cc3)=NN2C(=S)Nc2ccccc2)cc1 (centres undefined)	8	-2	-7	-18	-12	1	-8	1.5	-18
O=C(CNC(=O)c1cccs1)OCC(=O)c1ccc2ccccc2c1	-1	-4	3	-7	-1	-5	-11[20 µM]	0.82	17
Cc1ccc(C(=O)NCCCC(=O)O)o1	-15	-13	-6	-5	-20	0	-14	.	4
Cc1onc(-c2ccccc2Cl)c1C(=O)NCCN1Cc2ccccc2C1=O	-2	15	0	-3	-14	-3	-18	.	-1
COc1cc(NC(=O)c2ccc3c(c2)OCO3)ccc1NC(=O)c1ccco1	-2	0[fluorescence artefact?]	4	-6	-15	-1	-18[20 µM]	-0.69	4
O=C(CSc1n[nH]c(-c2cccnc2)n1)OC1CCCCC1	-10	0	-17	5	-6	1	-21	-0.17	10
CC(=O)Nc1ccc(OS(=O)(=O)c2ccc(C(C)(C)C)cc2)cc1	-1	-2	5	-2	-5	-13	-12	-0.35	-5
COc1cc(NC(=O)c2ccco2)c(OC)cc1NC(=O)Nc1ccc(Cl)cc1	-6	-3	2	-9	-15	5	-18	1.6	0
O=S(=O)(Cc1ccccc1)Cc1cnc(Cl)s1	-19	4	-1	3	1	-1	-24	-1	-3
Cc1ccc(S(=O)(=O)NNC(=O)c2ccncc2)cc1	-14	5	-8	0	2	-4	-24	2.5	20[fluorescence artefact?]
COC(=O)c1ccccc1NC(=O)Nc1cc(C)ccn1	23	2	22	-1	-11	32	-6	0.5	1
CCN1CCN(C(=S)Nc2ccc(Cl)c(Cl)c2)CC1	-2	3	.	-19	-1	-3	-19	0.4	-15[fluorescence artefact?]
COc1ccc(NC(=O)COC(=O)c2ccc(OCc3ccc(Cl)cc3Cl)c(OC)c2)c(OC)c1	-5	-10	-5	5	-28	-1	-6	0.71	-10
COC(=O)c1ccc(C(=O)OC)c(NS(=O)(=O)c2ccc(NC(C)=O)cc2)c1	-26	3	-3	-9	-4	3	-25	-0.0068	-1

Among those listed so far, these contain an aryl thioether with sulfur outside any ring:
SMILES	KLK5 inh	eIF4E-4G inh	Rad51 HR inh	p47phox inh	EBV gp42 inh	Thrombin inh	Furin inh	KCC2 mod	14-3-3 Bad PPI
Cc1cc(C)n2cc(CSc3nc4ccccc4[nH]3)nc2n1	-6	3	0	4	-5	-12	-6	0.012	-6
O=C(CSc1n[nH]c(-c2cccnc2)n1)OC1CCCCC1	-10	0	-17	5	-6	1	-21	-0.17	10

Additional entries:
SMILES	KLK5 inh	eIF4E-4G inh	Rad51 HR inh	p47phox inh	EBV gp42 inh	Thrombin inh	Furin inh	KCC2 mod	14-3-3 Bad PPI
Cc1ccc(NC(=S)N2CCN(c3ncccn3)CC2)c(C)c1	5	1	-5	-5	-16	-10	-2	0.32	1
Cc1[nH][nH]c(=O)c1C(c1cc([N+](=O)[O-])ccc1O)c1c(C)[nH][nH]c1=O	57*	-11	-5	-11	-11	23	-8	1.2	-6
Cn1nc(C(=O)NCCc2ccc(S(N)(=O)=O)cc2)c2ccccc2c1=O	-4	5	3	-2	-12	-1	-11	0.8	-3
O=C(COC(=O)c1cncc(Br)c1)NC1CCCCC1	-9	0	11	-7	7	3	-5	0.47	-24
O=C1/C(=C/c2ccncc2)SC(=S)N1Cc1ccccc1	-2	0	-3	0	-8	-4	-8	-0.041	-4
CS(=O)(=O)c1nc2ccccc2n1Cc1ccccc1	39	0	-3	-3	11	-3	-18[20 µM]	0.84	20
Cc1nn(C)c(C(=O)Nc2ccc(Cn3cccn3)cc2)c1[N+](=O)[O-]	-12	1	.	-1	-1	-1	-9[20 µM]	0.25	0
c1ccc(-n2nnnc2NC2CCCCCC2)cc1	-6	0	-4	-28	-14	3	-3[20 µM]	.	-2[fluorescence artefact?]
C[C@]1(C(=O)NCc2cc(F)cc(C(F)(F)F)c2)C=C[C@@H](Cc2ccccc2)N1C(=O)c1ccccc1	-9	3	-3	-11	-8	-1	-13	-0.27	-2
CCCNC(=O)CCCCn1c(=S)[nH]c2c([nH]c3ccc(OC)cc32)c1=O	1	-1	0	0	-16	-3	-28	0.019	-2
CC1=CC2=NC(=O)/C(=C/c3cccs3)C(=N)N2O1	-6	-4	.	-4	-2	-13	-2	-0.0098	-2
CC(C)[C@@H](C(=O)N1CCNCC1)n1cc(CCO)nn1	13	1	2	0	-4	30	-16	-0.48	-5
CN1CCCc2cc(C#N)c(=O)[nH]c21	-8	0	0	-12	-5	-5	-121[20 µM]	0.045	0
COc1ccc(N(CC(=O)NCc2ccc(C)cc2)S(=O)(=O)c2c(C)nn(C)c2C)cc1	-5	3[fluorescence artefact?]	.	-10	-9	5	-30	-0.75	-6
CCN(CC)C(=O)/C(=C\c1ccncc1)NC(=O)c1ccccc1	-4	-2	-2	-9	5	-9	3	0.69	-3
CCN(CC(=O)NCc1cccs1)S(=O)(=O)c1ccc(NC(C)=O)cc1	2	0	2	17	10	-2	-20	-0.12	2
Cc1ccccc1S(=O)(=O)/N=C(/c1ccccc1)N1CCOCC1	-1	-1	5	5	1	15	-15	-0.094	-5
COC(=O)c1ccccc1NC(=S)N(Cc1ccc2c(c1)OCO2)Cc1cc2ccc(C)cc2[nH]c1=O	-20	-2[fluorescence artefact?]	7	-9	2	-5	-5	1.7	-18[fluorescence artefact?]
CCN(CCNc1ccc(Cl)cc1[N+](=O)[O-])C(=O)c1cc([N+](=O)[O-])c(N(C)C)cc1OC	-8	-7	-18	4	-11	-9	-2	.	1[fluorescence artefact?]
O=C(OCCCCN1C(=O)c2ccccc2C1=O)c1ccc(Br)o1	-16	2	-1	-8	-11	3	-4	-0.52	-1

Some of the entries so far, with values under each structure.
Values run as follows: KLK5 inh, eIF4E-4G inh, Rad51 HR inh, p47phox inh, EBV gp42 inh, Thrombin inh, Furin inh, KCC2 mod, 14-3-3 Bad PPI
c1ccc(-n2nnnc2NC2CCCCCC2)cc1
  -6, 0, -4, -28, -14, 3, -3[20 µM], ., -2[fluorescence artefact?]
C[C@]1(C(=O)NCc2cc(F)cc(C(F)(F)F)c2)C=C[C@@H](Cc2ccccc2)N1C(=O)c1ccccc1
  -9, 3, -3, -11, -8, -1, -13, -0.27, -2

Carrying on:
SMILES	KLK5 inh	eIF4E-4G inh	Rad51 HR inh	p47phox inh	EBV gp42 inh	Thrombin inh	Furin inh	KCC2 mod	14-3-3 Bad PPI
COC(=O)c1cc2occc2n1CC(=O)Nc1ccc(OC)c(OC)c1	-18	1	4	0	-6	-4	-21	-0.041	1
COc1ccccc1C1CC(c2c(-c3ccccc3)c3cc(Cl)ccc3[nH]c2=O)=NN1S(C)(=O)=O (centres undefined)	3	-44[fluorescence artefact?]	-5	-97	-70	-3	-6[20 µM]	0.28	-11[fluorescence artefact?]
O=C(NCCC1=CCCCC1)C(=O)NCC1OCCCN1S(=O)(=O)c1cc(F)ccc1F (centres undefined)	-1	2	-9	-18	-20	-21	-31	0.46	-1
O=C(Nc1ccc(Cl)cc1)C1CC2CCCC(C1)C2=O (centres undefined)	-3	3	-11	-12	-3	3	-22	-0.11	2
CC(C)CN(CCNC(=O)CC1Oc2ccccc2NC1=O)CC(C)C (centres undefined)	-25	5	-1	-17	-6	-5	-22	-0.38	-2
CC1=C(C(=O)Nc2ccc(C)cc2C)C(c2ccc(C)o2)NC(=O)N1 (centres undefined)	-5	0	0	-5	-15	3	-6[20 µM]	-0.95	7
Cc1ccc(C2NC(C(=O)O)CS2)cc1 (centres undefined)	0	-1	2	-2	-4	-11	-17	-0.092	1
CC1=NC(C)(C)Cc2cc(C)c(C)cc21	-6	2	1	-13	-23	0	1	-0.024	6
O=C(Nc1ccc(N2CCOCC2)c(Cl)c1)c1ccc(Cl)cc1	-14	-3	-29	-2	14	0	-22	-1.8	-27
Cc1ccc(-c2nnc(N(C)C(=O)c3cccnc3)s2)cn1	0	2	7	-3	-17	0	-9	1.2	0
Cc1ccc(-c2nn[nH]n2)o1	7	1	4	-4	-22	-5	1	-0.023	61
Cc1ccccc1CN1CCN(CC(=O)NCc2ccccc2)C1=O	-12	-7	-1	-3	-1	-1	-16[20 µM]	-0.76	-1
CC(C)NC(=O)COC(=O)c1cncc(Br)c1	-7	0	-2	4	-3	-9	-10	-0.31	3
O=C(NCC1CCCO1)C(=O)NCC(c1ccco1)N1CCN(c2ccccc2)CC1 (centres undefined)	-18	5	4	-9	-7	-7	-12	0.6	-17
COc1ccc2[nH]c3c(=O)n(CCCCCC(=O)NCCC(C)C)c(=S)[nH]c3c2c1	-4	1	8	11	-11	-7	-26	0.33	-4
O=c1oc2ccccc2c(N2CCCCC2)c1[N+](=O)[O-]	-22	-1[fluorescence artefact?]	5	-9	-13	-8	-2	-1.6	-6
CCOC(=O)C1(CC2CCCCO2)CCN(Cc2ccc(OC)cc2F)CC1 (centres undefined)	.	2	-47	3	9	-3	-25	0.37	-11
O=C(C1CC1)N1CCN(c2nc3ccccc3s2)CC1	-11	3	-2	-6	-5	2	-18	0.99	4

Sorted by the number under EBV gp42 inh (high to low): 6 from the list above
SMILES	EBV gp42 inh
CCN(CC(=O)NCc1cccs1)S(=O)(=O)c1ccc(NC(C)=O)cc1	10
O=C(Nc1ccc(Cl)cc1)C1CC2CCCC(C1)C2=O (centres undefined)	-3
COC(=O)c1ccc(C(=O)OC)c(NS(=O)(=O)c2ccc(NC(C)=O)cc2)c1	-4
CN1CCCc2cc(C#N)c(=O)[nH]c21	-5
O=C(NCC1CCCO1)C(=O)NCC(c1ccco1)N1CCN(c2ccccc2)CC1 (centres undefined)	-7
CS(=O)(=O)NCCCCCCNS(C)(=O)=O	-16
